Screening results: PubChem BioAssay, Sanford-Burnham Center for Chemical Genomics
SENP1 FRET inh – human SENP1 catalytic domain inhibitors, primary screen, biochemical, FRET, uHTS; recombinant SENP1 catalytic domain, CyPet-SUMO1-YPet FRET cleavage; inhibition, % at 10 µM; AID 624204, 2012; hit rate 0.21% among 360,000; Sentrin-specific protease 1 (Homo sapiens), Q9P0U3;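 active = inhibition at least 30% at 10 µM, raw YFP signal under a set limit, fluorescence ratio 0.5 to 1.5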;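 also: 0% = enzyme with DMSO and 100% = no enzyme wells; some results filed as inactive read as strong as hits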
Target sequence (Q9P0U3 419-644 limits assumed): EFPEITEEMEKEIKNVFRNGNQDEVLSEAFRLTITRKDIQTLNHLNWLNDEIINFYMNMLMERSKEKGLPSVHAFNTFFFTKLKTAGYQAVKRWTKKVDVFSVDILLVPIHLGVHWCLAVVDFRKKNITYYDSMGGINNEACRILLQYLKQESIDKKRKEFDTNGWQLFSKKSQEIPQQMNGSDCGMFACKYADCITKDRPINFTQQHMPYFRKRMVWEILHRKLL
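Compound: 10 µM single point, 0.5% DMSO; Test system: hSENP1 catalytic domain, recombinant; Timing: 50 min reaction at room temperature; Technique: FRET, CFP and YFP emission; Control set: no-enzyme wells low, DMSO-plus-enzyme wells high control.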
SENP7 inh – SENP7 protease inhibitors, primary screen, biochemical, luminescence, uHTS; Sentrin-specific protease 7 (Homo sapiens), Q9BQF6; recombinant SENP7, Z-RLRGG-aminoluciferin luminescence, 40 min; inhibition, % at 5 µM; hit rate 1.5% among 330,000; AID 434973, 2010;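 active = inhibition above about 50% at the single test dose, limit read from the data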;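 also: plate controls were DMSO with enzyme for no effect and no enzyme buffer wells for full effect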
Apaf1 inhib – inhibitors of human Apaf-1 apoptosome, primary screen, biochemical, DEVD-Rh110 fluorescence, uHTS | Apoptotic protease-activating factor 1 (Homo sapiens), O14727 | reconstituted apoptosome caspase-3 activity | inhibition, % at 20 µM | hit rate 0.71% among 330,000; active = inhibition of at least 40% at 20 µM;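 also: plate controls were DMSO wells for no effect and DEVD-CHO caspase inhibitor wells for full effect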
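detection = Rh110 fluorescence intensity | test system = biochemical Apaf-1 apoptosome reconstitution | also added = cytochrome c and DEVD-Rh110 substrate | schedule = 30 min plus 50 min, RT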
PfGluPho inh – PfG6PD enzyme inhibitors, primary screen, biochemical, fluorescence intensity, uHTS; glucose-6-phosphate dehydrogenase-6-phosphogluconolactonase (Plasmodium falciparum 3D7); inhibition, % at 20 µM; hit rate 0.78% among 350,000; PfGluPho enzyme, NADPH resazurin-diaphorase fluorescence;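 active = inhibition reaching at least a set limit at 20 µM in the primary screen, cut at about 59% in these data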;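 also: 0% = DMSO wells with substrate and 100% = DMSO wells lacking glucose-6-phosphate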
HKDC1 inhibitor – HKDC1 hexokinase inhibitors, primary screen, biochemical, fluorescence, uHTS; Q2TB90; recombinant HKDC1, G6PDH/diaphorase resazurin coupled fluorescence; inhibition, % at 20 µM; hit rate 0.16% among 340,000;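 active = inhibition above about 35% when tested at 20 µM, limit read from the data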;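 also: plate controls were DMSO wells with enzyme for no effect and DMSO wells lacking enzyme for full effect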
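Assay system: recombinant HKDC1 hexokinase; detection: coupled resazurin fluorescence, excitation 525 nm, emission 613 nm; benchmarks: DMSO-plus-enzyme-mix negative control, buffer-substituted positive control; compound dosing: single 20 µM dose; schedule: 90 min at room temperature in dark; also added: glucose plus 1 mM ATP as hexokinase substrates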
SENP6 block – SENP6 protease inhibitors, primary screen, biochemical, luminescence, uHTS; inhibition, % at 10 µM; hit rate 1.8% among 330,000; AID 2599, 2010; Sentrin-specific protease 6 (Homo sapiens), Q9GZR1; Recombinant SENP6 catalytic domain, aminoluciferin luminescence;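 active = inhibition above about 50% at the single tested dose, limit read from the data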;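 also: plate controls were DMSO wells with enzyme for no effect and DMSO wells lacking enzyme for full effect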
Target sequence (Q9GZR1 628-1112 limits assumed): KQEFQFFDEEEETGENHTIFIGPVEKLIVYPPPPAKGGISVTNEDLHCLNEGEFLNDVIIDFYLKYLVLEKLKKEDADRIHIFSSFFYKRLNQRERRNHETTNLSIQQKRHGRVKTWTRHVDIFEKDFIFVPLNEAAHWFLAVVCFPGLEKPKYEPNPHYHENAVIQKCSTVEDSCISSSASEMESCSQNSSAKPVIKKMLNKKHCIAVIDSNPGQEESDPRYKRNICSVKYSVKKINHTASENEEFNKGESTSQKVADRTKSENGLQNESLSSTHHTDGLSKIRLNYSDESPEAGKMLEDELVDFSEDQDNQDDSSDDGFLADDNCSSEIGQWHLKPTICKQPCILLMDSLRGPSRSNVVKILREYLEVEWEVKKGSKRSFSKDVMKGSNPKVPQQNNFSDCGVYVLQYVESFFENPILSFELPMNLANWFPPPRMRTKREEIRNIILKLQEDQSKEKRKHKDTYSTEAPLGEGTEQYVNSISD
SENP8 block-1 – SENP8 protease inhibitors, primary screen, biochemical, luminescence; Sentrin-specific protease 8 (Homo sapiens), Q96LD8; purified SENP8, Z-RLRGG-aminoluciferin cleavage; inhibition, % at 10 µM; hit rate 1.2% among 330,000; AID 2540, 2010; in the data active = inhibition above about 50%
Target sequence (Q96LD8 whole entry, looked up): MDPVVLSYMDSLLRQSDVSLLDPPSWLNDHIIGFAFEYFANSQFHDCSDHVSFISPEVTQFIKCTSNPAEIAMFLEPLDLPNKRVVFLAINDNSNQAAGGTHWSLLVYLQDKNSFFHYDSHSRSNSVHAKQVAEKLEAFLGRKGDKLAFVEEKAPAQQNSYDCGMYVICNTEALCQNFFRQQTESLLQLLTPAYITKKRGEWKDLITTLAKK
NLRP3 yeast inh – NALP3 inflammasome inhibitors in reconstituted yeast, primary screen, luminescence, uHTS; inhibition, % at 10 µM; AID 2825, 2010; hit rate 0.39% among 330,000; Yeast reconstituted NLRP3/ASC/caspase-1, beta-gal luminescence, 24 h;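 active = inhibition of 50% or more; inactive = inhibition below 50%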;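 also: plate controls were induced DMSO wells for no effect and uninduced yeast grown without galactose for full effect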
SENP8 block-2 – human SENP8 protease inhibitors, primary screen, biochemical, fluorescence, Nedd8 protein substrate, uHTS. Sentrin-specific protease 8 (Homo sapiens), Q96LD8. inhibition, % at 20 µM. hit rate 0.64% among 360,000. AID 602440, 2012. recombinant SENP8; in the data active = inhibition mostly above about 40%, no sharp cut-off; inactive = mostly below about 27%
* hit, by the source's call.

What do the screens show for `N#CC(c1ccc(O)cc1)N1CCN(C(C#N)c2ccc(O)cc2)CC1` (stereo not drawn)?
SENP1 FRET inh: 2; PfGluPho inh: -9; HKDC1 inhibitor: 8; SENP8 block-2: 11

How did Fc1ccc(CN2CCCCCCC2)cc1F do in these assays?
SENP1 FRET inh: 3; SENP7 inh: 2; Apaf1 inhib: -3; PfGluPho inh: -2; HKDC1 inhibitor: -9; SENP6 block: 16; SENP8 block-1: 9; NLRP3 yeast inh: 6; SENP8 block-2: 18

How did COc1ccc(CNC(=O)c2cccnc2Sc2ccc(Cl)cc2)cc1 do in these assays?
SENP1 FRET inh: 2; SENP7 inh: -4; Apaf1 inhib: -10; PfGluPho inh: -17; HKDC1 inhibitor: 3; SENP6 block: -9; SENP8 block-1: 2; NLRP3 yeast inh: 1; SENP8 block-2: 4

What do the screens show for `CC1CCCCN1Cc1c(O)ccc2c(=O)c(-c3ccc(Cl)cc3Cl)coc12` (stereo not drawn)?
SENP1 FRET inh: -5; SENP7 inh: -3; Apaf1 inhib: -9; PfGluPho inh: 2; HKDC1 inhibitor: -9; SENP6 block: -13; SENP8 block-1: 6; NLRP3 yeast inh: 7; SENP8 block-2: -290

How did CC(=O)c1cc2c(cc1NC(=O)C1CC1)OCO2 do in these assays?
SENP1 FRET inh: 0; SENP7 inh: 3; Apaf1 inhib: -1; PfGluPho inh: -3; HKDC1 inhibitor: -6; SENP6 block: -13; SENP8 block-1: -4; NLRP3 yeast inh: 21; SENP8 block-2: inactive

Results for O=C(CNC(=O)c1nc[nH]c1C(=O)NCC(=O)OCc1ccccc1)OCc1ccccc1 ?
SENP1 FRET inh: -1; SENP7 inh: 9; Apaf1 inhib: 6; PfGluPho inh: -4; HKDC1 inhibitor: 1; SENP6 block: 5; SENP8 block-1: 4; NLRP3 yeast inh: 1; SENP8 block-2: 23

What do the screens show for `Cc1ccc(-c2cc(C(=O)n3cnc4ccccc43)c3ccccc3n2)cc1C`?
SENP1 FRET inh: 0; SENP7 inh: -8; Apaf1 inhib: 18; PfGluPho inh: 4; HKDC1 inhibitor: 7; SENP6 block: 16; SENP8 block-1: -3; NLRP3 yeast inh: 6; SENP8 block-2: -278

How did O=C(C[C@H]1C/C=C\C[C@H](Cc2ccc(F)cc2)C(=O)OC[C@@H]2CCCN2C1=O)N[C@H](CO)Cc1ccccc1 do in these assays?
SENP1 FRET inh: -1; SENP7 inh: -7; Apaf1 inhib: 9; PfGluPho inh: -6; HKDC1 inhibitor: -2; SENP6 block: -11; SENP8 block-1: -8; NLRP3 yeast inh: 26; SENP8 block-2: 24

How did COc1ccc(N(Cc2ccccc2)S(=O)(=O)c2cccc(C(=O)Nc3ccccn3)c2)cc1 do in these assays?
SENP1 FRET inh: -1; SENP7 inh: 6; Apaf1 inhib: -2; PfGluPho inh: -7; HKDC1 inhibitor: 0; SENP6 block: -3; SENP8 block-1: 3; NLRP3 yeast inh: 6; SENP8 block-2: -13

What do the screens show for `CCN(CC(=O)Nc1ccccc1C(F)(F)F)C(=O)c1ccccc1SCC(=O)N1CCCC1`?
SENP1 FRET inh: 0; SENP7 inh: -5; Apaf1 inhib: 43*; PfGluPho inh: -12; HKDC1 inhibitor: -7; SENP6 block: 0; SENP8 block-1: -1; NLRP3 yeast inh: 16; SENP8 block-2: 12

Results for Cc1nnc(-n2ncc(C#N)c2N)c2nn(-c3cccc(Cl)c3)c(C)c12 ?
SENP1 FRET inh: -1; SENP7 inh: -9; Apaf1 inhib: 0; PfGluPho inh: -9; HKDC1 inhibitor: 10; SENP6 block: 1; SENP8 block-1: -6; NLRP3 yeast inh: 1; SENP8 block-2: 7

Results for CCOC(=O)C1CCCN(C(=O)C2CCN(S(=O)(=O)c3ccc4ccccc4c3)CC2)C1 (stereo not drawn) ?
SENP1 FRET inh: 3; SENP7 inh: -9; Apaf1 inhib: 6; PfGluPho inh: 11; HKDC1 inhibitor: -2; SENP6 block: 3; SENP8 block-1: 1; NLRP3 yeast inh: 8; SENP8 block-2: 3

Results for Cc1ccc(C(=O)N/N=C/c2ccc(N3CCOCC3)cc2)c(C)c1 ?
SENP1 FRET inh: 2; SENP7 inh: 0; Apaf1 inhib: -4; PfGluPho inh: -10; HKDC1 inhibitor: -8; SENP6 block: -5; SENP8 block-1: 7; NLRP3 yeast inh: 17; SENP8 block-2: -402

Results for O=C(/C=C/c1ccccc1[N+](=O)[O-])NCc1ccncc1 ?
SENP1 FRET inh: -2; SENP7 inh: 1; Apaf1 inhib: -18; PfGluPho inh: 0; HKDC1 inhibitor: -6; SENP6 block: -13; SENP8 block-1: -4; NLRP3 yeast inh: -14; SENP8 block-2: 30

What do the screens show for `CC(O)(C#CCN1CCCC1)c1ccccc1` (stereo not drawn)?
SENP1 FRET inh: 2; SENP7 inh: -6; Apaf1 inhib: -14; PfGluPho inh: 1; HKDC1 inhibitor: -11; SENP6 block: -13; SENP8 block-1: -4; NLRP3 yeast inh: 0; SENP8 block-2: 13

What do the screens show for `CC(C)(C)c1csc(NC(=O)c2ccc(Br)o2)n1`?
SENP1 FRET inh: 0; SENP7 inh: -11; Apaf1 inhib: 20; PfGluPho inh: 10; HKDC1 inhibitor: -3; SENP6 block: -15; SENP8 block-1: -12; NLRP3 yeast inh: 22; SENP8 block-2: -16

Results for Cc1cc(NC(=O)CSc2nc3c(cnn3-c3cccc(Cl)c3)c(=O)[nH]2)no1 ?
SENP1 FRET inh: -10; SENP7 inh: 3; Apaf1 inhib: 2; PfGluPho inh: 4; HKDC1 inhibitor: 1; SENP6 block: 4; SENP8 block-1: 0; NLRP3 yeast inh: 5; SENP8 block-2: -1

Results for O=C(O)c1ccccc1Nc1ccc2nonc2c1[N+](=O)[O-] ?
SENP1 FRET inh: 1; SENP7 inh: 8; Apaf1 inhib: 6; PfGluPho inh: -27; HKDC1 inhibitor: 1; SENP6 block: -5; SENP8 block-1: -6; NLRP3 yeast inh: 21; SENP8 block-2: 12

Results for Cc1nc(NCCc2ccccc2F)c(C#N)c(C)c1[N+](=O)[O-] ?
SENP1 FRET inh: 1; SENP7 inh: 0; Apaf1 inhib: 6; PfGluPho inh: -3; HKDC1 inhibitor: -1; SENP6 block: -2; SENP8 block-1: 2; NLRP3 yeast inh: 20; SENP8 block-2: 38

Results for CN(CC(=O)Nc1ccc(Cl)cc1)C(=O)CNC(=O)c1ccc2c(c1)OCO2 ?
SENP1 FRET inh: 0; SENP7 inh: 14; Apaf1 inhib: -1; PfGluPho inh: 11; HKDC1 inhibitor: -2; SENP6 block: -3; SENP8 block-1: -15; NLRP3 yeast inh: -4; SENP8 block-2: 1

Results for COc1ccccc1CNC(=O)COC(=O)CSc1ccc(C)c(C)c1 ?
SENP1 FRET inh: 5; SENP7 inh: -1; Apaf1 inhib: 13; PfGluPho inh: -6; HKDC1 inhibitor: 3; SENP6 block: -10; SENP8 block-1: 6; NLRP3 yeast inh: 8; SENP8 block-2: -2

What do the screens show for `COc1ccc(NC(=O)CCCCn2c(=O)[nH]c3ccccc3c2=O)cc1`?
SENP1 FRET inh: -3; SENP7 inh: 1; Apaf1 inhib: 7; PfGluPho inh: 7; HKDC1 inhibitor: 1; SENP6 block: -15; SENP8 block-1: -2; NLRP3 yeast inh: -3; SENP8 block-2: 7

What do the screens show for `NC(=NCCc1ccccc1)NC(=O)c1cc(Cl)ccc1O`?
SENP1 FRET inh: -16; SENP7 inh: 3; Apaf1 inhib: 3; PfGluPho inh: 18; HKDC1 inhibitor: 1; SENP6 block: 19; SENP8 block-1: 4; NLRP3 yeast inh: 19; SENP8 block-2: -462

Results for COC(=O)C(C(=O)Nc1ccccc1C)C1CCCCCC1 (stereo not drawn) ?
SENP1 FRET inh: 3; SENP7 inh: -14; Apaf1 inhib: -2; PfGluPho inh: -1; HKDC1 inhibitor: -3; SENP6 block: 6; SENP8 block-1: -8; NLRP3 yeast inh: 20; SENP8 block-2: 18

Results for Cc1cc(C)cc(N(CC(=O)NC(C)(C)C)C(=O)CCC(=O)Nc2nccs2)c1 ?
SENP1 FRET inh: 3; SENP7 inh: 6; Apaf1 inhib: 8; PfGluPho inh: -22; HKDC1 inhibitor: 6; SENP6 block: -3; SENP8 block-1: -13; NLRP3 yeast inh: 12; SENP8 block-2: 19

How did Brc1ccc(-c2csc3ncnc(-n4nnc5ccccc54)c23)cc1 do in these assays?
SENP1 FRET inh: 2; SENP7 inh: -8; Apaf1 inhib: 16; PfGluPho inh: -5; HKDC1 inhibitor: 14; SENP6 block: -6; SENP8 block-1: -12; NLRP3 yeast inh: -6; SENP8 block-2: -42

What do the screens show for `COC(=O)c1c(NC(=O)CCS(=O)(=O)c2ccccc2)sc2c1CCN(C)C2`?
SENP1 FRET inh: -39; SENP7 inh: -1; Apaf1 inhib: -9; PfGluPho inh: 0; HKDC1 inhibitor: -5; SENP6 block: 17; SENP8 block-1: -6; NLRP3 yeast inh: 8; SENP8 block-2: -13

What do the screens show for `COCCNC(=O)CSc1nnc(-c2ccccc2)c(-c2ccccc2)n1`?
SENP1 FRET inh: 2; SENP7 inh: -10; Apaf1 inhib: 7; PfGluPho inh: -17; HKDC1 inhibitor: -9; SENP6 block: -12; SENP8 block-1: -4; NLRP3 yeast inh: 9; SENP8 block-2: 14

Results for Cc1cc(C)c(-c2csc(NC(=O)/C=C/c3cccs3)n2)c(C)c1 ?
SENP1 FRET inh: 1; SENP7 inh: -8; Apaf1 inhib: 5; PfGluPho inh: 3; HKDC1 inhibitor: -4; SENP6 block: -17; SENP8 block-1: -13; NLRP3 yeast inh: 7; SENP8 block-2: -91

What do the screens show for `C=C(c1ccccc1O)n1ccnc1`?
SENP1 FRET inh: 1; SENP7 inh: -12; Apaf1 inhib: 8; PfGluPho inh: -7; HKDC1 inhibitor: 0; SENP6 block: 4; SENP8 block-1: -3; NLRP3 yeast inh: -9; SENP8 block-2: 5

What do the screens show for `COC(=O)c1ccccc1NC(=O)CSc1n[nH]c(-c2ccco2)n1`?
SENP1 FRET inh: 0; SENP7 inh: -6; Apaf1 inhib: 8; PfGluPho inh: 0; HKDC1 inhibitor: 4; SENP6 block: -15; SENP8 block-1: -7; NLRP3 yeast inh: 23; SENP8 block-2: 2

Outcome played no part in choosing rows. About 4.1% of those tested had a hit in this group.
